Assay outcomes: PubChem, National Center for Advancing Translational Sciences (NCATS)
Tb PFK block: qHTS Assay to Find Inhibitors of T. brucei phosphofructokinase; ATP-dependent 6-phosphofructokinase (Trypanosoma brucei brucei), O15648; AID 485367, 2010; hit rate 0.17% among 330,000; Potency, µM (top dose mostly 57.5 µM), for the others: at the highest dose activity, negative = inhibition, hits mostly inhibitors; T. brucei PFK, ADP-Glo luminescence;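 note: potency is the fitted concentration of half-maximal effect; 0% = uninhibited 1x PFK enzyme wells and -100% = no-enzyme wells; nearly all actives have a fitted effect of over 60% in size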
Target sequence (O15648 whole entry, looked up): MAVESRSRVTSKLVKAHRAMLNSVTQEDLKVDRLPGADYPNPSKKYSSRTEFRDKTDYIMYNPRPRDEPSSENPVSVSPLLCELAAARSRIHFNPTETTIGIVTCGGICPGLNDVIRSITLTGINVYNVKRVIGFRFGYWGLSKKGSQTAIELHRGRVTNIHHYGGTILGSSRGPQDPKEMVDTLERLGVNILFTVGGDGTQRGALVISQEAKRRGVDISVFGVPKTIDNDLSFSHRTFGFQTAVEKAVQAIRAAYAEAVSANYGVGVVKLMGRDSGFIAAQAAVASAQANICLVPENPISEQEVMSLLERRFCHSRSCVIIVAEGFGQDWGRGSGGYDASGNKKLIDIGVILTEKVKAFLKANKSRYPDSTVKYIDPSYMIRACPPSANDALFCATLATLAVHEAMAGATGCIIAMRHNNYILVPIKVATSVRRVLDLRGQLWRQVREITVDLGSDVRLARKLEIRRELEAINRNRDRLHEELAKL
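Compounds were pin-transferred as a titration series up to 57 uM into substrate buffer (0.5 mM F6P, 0.1 mM ATP, pH 8.0), then 1.25 nM PFK was added and reactions ran 45 min before ADP-Glo detection.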
TCR activator: Activators of T cell receptors: qHTS campaign; primary human leukocytes, anti-CD3, IL-2 HTRF, 48 h; Potency, µM (top dose mostly 9.22 µM), without a hit: top-dose activation of IL-2 secretion, actives largely listed as activators; 330,000 tested, under 10 active; note: % of control where 0% means no effect
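HTRF read-out of IL-2 secretion: europium cryptate donor excited at 320nm, d2 acceptor emission at 665nm. Cells were primary human leukocytes incubated 48 hr with compounds and a-CD3 beads, supplying TCR signal only.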
PTAP TSG101 blk: qHTS Assay for Iinhibitors of HIV-1 Budding by Blocking the Interaction of PTAP/TSG101 | Potency, µM (top dose mostly 115 µM), without a hit: at the top dose activity change, negative = inhibition, hits mostly inhibitors | AID 493005, 2010 | Fluorescence polarization, FITC-PTAP peptide / Tsg101 binding | 340,000 tested, under 10 active | Tumor susceptibility gene 101 protein (Homo sapiens), Q99816; active = well fitted inhibition curve with a large enough effect in the main read-out, with a control signal flat, not every such curve was filed as active; inconclusive = small, poorly fitted or top-dose-only effect, or effect the other way, or a change in a side signal; inactive = no such curve, though single readings can be large or run the other way; note: potency is the fitted concentration of half-maximal effect; % of control where 0% means no effect
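FP read-out: FITC-PTAP peptide, 50 nM final, binding Tsg101 binding domain, 10 uM final; 20 min, r.t.; 10 mM HEPES pH 7.5, 0.15 M NaCl, 0.01% Tween 20, 3 mM EDTA, 0.1 mM TCEP.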
uPA surface inh: qHTS for Inhibitors of Cell Surface uPA Generation; Potency, µM (highest dose often 38.3 µM), inactives show top-dose activity change, negative = inhibition, hits mostly inhibitors; hit rate 0.31% among 330,000; cell surface uPA generation assay, qHTS; active = well fitted inhibition curve with a large enough effect; inconclusive = small, poorly fitted or top-dose-only effect; inactive = no such curve, though single readings can be large or run the other way; tested in mouse RAW 264.7 cells; note: potency is the fitted concentration of half-maximal effect; % is set by controls: 0 for no effect and ±100 for the full control effect; nearly all actives have a fitted effect of over 55% in size
Chronic BCR inh: qHTS Assay to Find Inhibitors of Chronic Active B-Cell Receptor Signaling; hit rate 0.05% among 340,000; ABC-DLBCL IkBa-CBG/CBR reporter, luminescence ratio, 4 h; Potency, µM (titrated, usually from 46.1 µM), for inactives: top-dose ratio change, negative = lower green/red ratio, most hits filed as inhibitors; active = well fitted inhibition curve with a large enough effect in the signal ratio, with a control signal flat, not every such curve was filed as active; inconclusive = small, poorly fitted or top-dose-only effect, or effect the other way, or a change in a side signal; the % refers to the signal ratio;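 note: potency is the fitted concentration of half-maximal effect; plate controls were basal doxycycline-induced cells for no effect and cells given 10 µM MG132 for full effect; MG132 reads +100%, hits lower the ratio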
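Doxycycline induced both beetle luciferases in TMD8 lymphoma cells; IKK-driven degradation limits the IkappaBalpha-fused green signal, while red luminescence normalises for cell number and nonspecific effects. Compounds tested up to 46 uM, 4 hrs.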
Eya2 phos inh: qHTS Assay for Inhibitors of the Phosphatase Activity of Eya2 | Protein phosphatase EYA2 (Homo sapiens), O00167 | recombinant Eya2, OMFP fluorescence dephosphorylation (OMFP is methylfluorescein phosphate) | Potency, µM (titrated, usually from 76.9 µM), for the others: at the top dose activity, negative = inhibition, hits mostly inhibitors | hit rate 0.006% among 330,000 | AID 488837, 2010; note: potency is the fitted concentration of half-maximal effect; % is set by controls: 0 for no effect and ±100 for the full control effect
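Eya2 protein (added as 0.2 uM solution) was preincubated with compound for 10 min at ambient temperature in 50 mM HEPES pH 7.5, 50 mM NaCl, 5 uM MgCl2, 0.05% BSA, 1 mM DTT. OMFP (added at 50 uM) then reacted 10 min; fluorescence read at 485/525 nm.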
ELG1 DNA repair: qHTS screen for small molecules that inhibit ELG1-dependent DNA repair in human embryonic kidney (HEK293T) cells expressing luciferase-tagged ELG1 | HEK293T ELG1-luciferase reporter, luminescence, 16 h; DNA damage induced by 5-fluorouridine | Potency, µM (doses to about 46.1 µM), for inactives: at the top dose activity change, negative = inhibition, most hits filed as inhibitors | hit rate 2.3% among 330,000 | AID 504467, 2011; note: potency is the fitted concentration of half-maximal effect; % is set by controls: 0 for no effect and ±100 for the full control effect; nearly all actives have a fitted effect of over 55% in size
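5-Fluorouridine DNA damage + compound/DMSO, 2,000 cells/well, 16 h, 37 °C/5% CO2. ONE-Glo, 30 min RT, luminescence. Readout = decrease in reporter signal.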
Mito fusion yeast: qHTS Assay for Small Molecule Inhibitors of Mitochondrial Division or Activators of Mitochondrial Fusion; S. cerevisiae fusion-defective mutant growth rescue, CellTiterGlo 48 h; Potency, µM (titrated, usually from 46.1 µM), without a hit: at the top dose growth rescue (activation), actives largely listed as activators; hit rate 0.23% among 320,000;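 note: potency is the fitted concentration of half-maximal effect; % of control where 0% means no effect; nearly all actives have a fitted effect of over 45% in size; temperature-sensitive fusion mutants such as fzo1-1 at 37 °C on non-fermentable ethanol glycerol medium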
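Compounds are tested for their ability to restore growth of mitochondrial fusion-defective yeast strains at non-permissive 37C in YPEG medium over 48 hours. Viability is quantified by luciferase luminescence.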
B2AR arrestin: qHTS assay of beta-arrestin-biased ligands of beta2-adrenergic receptor | Potency, µM (doses to about 46.1 µM), inactives show at the highest dose activation, usual class: activators | Beta-2 adrenergic receptor (Homo sapiens), P07550 | beta-arrestin recruitment to beta2AR, cell-based reporter | hit rate 0.02% among 330,000;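 note: potency is the fitted concentration of half-maximal effect; 0% = DMSO controls and full agonism = EC100 isoproterenol or metaproterenol; nearly all actives have a fitted effect of over 65% in size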
TSHR antagonist: Antagonists of the Thyroid Stimulating Hormone Receptor: HTS campaign | activity change, negative = inhibition, % at 11.5 µM | Thyrotropin receptor (Homo sapiens), P16473 | TSHR-expressing cells, TSH-stimulated cAMP HTRF, 2 h; active compounds read low | AID 504810, 2011 | hit rate 0.2% among 330,000;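 active = activity change below a set negative limit, meaning inhibition stronger than a set level, cut at about -70% in these data; inconclusive = activity change between two set negative limits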; note: % is set by controls: 0 for no effect and ±100 for the full control effect
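Inhibition of cAMP made by TSHR-expressing cells under TSH stimulation (4nM final, EC80; 2 h, 37 deg C) is quantified with a one-step lysis HTRF kit, anti-cAMP cryptate versus cAMP-d2.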
USP2a inh: qHTS Assay for Inhibitors of Ubiquitin-specific Protease USP2a Using CHOP2 as the Reporter | USP2 core, Ub-CHOP2 coupled fluorogenic reporter, 485/531 | Potency, µM (series often up to 38.3 µM), inactives show top-dose activity change, negative = inhibition, actives largely listed as inhibitors | hit rate 0.01% among 330,000 | Ubiquitin carboxyl-terminal hydrolase 2 (Homo sapiens), O75604;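 note: potency is the fitted concentration of half-maximal effect; plate controls were DMSO wells for no effect and full inhibition by NEM control for full effect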
Target sequence (O75604 whole entry, looked up): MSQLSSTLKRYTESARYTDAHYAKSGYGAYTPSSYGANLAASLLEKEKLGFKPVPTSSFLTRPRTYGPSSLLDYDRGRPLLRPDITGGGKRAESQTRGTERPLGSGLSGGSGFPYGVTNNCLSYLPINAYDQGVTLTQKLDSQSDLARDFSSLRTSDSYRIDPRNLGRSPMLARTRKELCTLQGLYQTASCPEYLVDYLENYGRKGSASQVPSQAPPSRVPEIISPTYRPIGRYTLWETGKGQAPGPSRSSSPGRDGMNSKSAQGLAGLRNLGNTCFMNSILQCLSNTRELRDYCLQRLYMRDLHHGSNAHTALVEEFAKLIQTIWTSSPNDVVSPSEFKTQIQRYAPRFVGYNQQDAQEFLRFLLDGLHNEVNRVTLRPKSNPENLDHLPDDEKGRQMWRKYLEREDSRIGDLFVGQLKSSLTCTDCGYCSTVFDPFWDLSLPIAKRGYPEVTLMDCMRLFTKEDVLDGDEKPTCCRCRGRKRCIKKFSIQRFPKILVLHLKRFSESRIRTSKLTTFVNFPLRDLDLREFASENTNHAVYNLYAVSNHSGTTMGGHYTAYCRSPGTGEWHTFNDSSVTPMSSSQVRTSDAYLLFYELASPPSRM
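Deubiquitinase activity read as fluorescence (485/531 nm) after Ub-CHOP2 cleavage activates the enterokinase reporter on its substrate; USP2 core 10nM, Ub-CHOP2 and substrate 25nM each, 30min compound preincubation then 60min RT; data normalized to NEM, curves fitted.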
* = called active by the depositor; ? = inconclusive; . = no result given; [ ] = another dose, or the depositor's remark. Unless noted, calls come from the whole dose curve; as a rule, active = well fitted curve in the direction sought with a large enough effect; inconclusive = small, poorly fitted or top-dose-only effect, or another doubt; inactive = no such curve, though single readings can be large; an effect the other way counts as inactive or inconclusive.

The line under a structure holds: Tb PFK block	TCR activator	PTAP TSG101 blk	uPA surface inh	Chronic BCR inh	Eya2 phos inh	ELG1 DNA repair	Mito fusion yeast	B2AR arrestin	TSHR antagonist	USP2a inh
- O=c1c2cnn(-c3ccccc3)c2ncn1Cc1ccccc1
 : 2%	-3%[46.1 µM]	-1%	0%	?	-20%	-8%	3%	0.2%	-8	1%
- Cc1ccc(CNC(=O)c2ccc(N3CCC4(CC3)CC(c3cccc(Br)c3)=NO4)c([N+](=O)[O-])c2)cc1
 : -5%	1%	-4%	6%	-1%	6%	4%	0%	0.3%	-5	0%
- Cc1ccccc1C(=O)N1CCC(C(=O)OCc2ccccc2Cl)CC1
 : 5%	-1%	0%	-7%	-5%	-12%	5%	20%	-0.1%	-18	-2%
- CCn1c(=O)n(CC(=O)NCC2CCCO2)c(=O)c2c3c(sc21)CCCC3 (configuration not stated)
 : -1%	0%	-9%	-59%	0%	-7%	6%	2%	-0.1%	-15	2%
- Cc1nnc(SCCC(=O)Nc2ccc(Cl)cc2)o1
 : -3%	-3%	-5%	2%	?	-1%	8%	0%	-0.4%	-6	1%
- Cc1nccc(-c2cccc(NC(=O)Nc3ccc(Cl)cc3)c2)n1
 : 0%	-5%	-2%	-2%	26%	-2%	-10%	-1%	0.0%	-1	-2%
- CCOc1ccc(NC(=O)CC2SC(N)=NC2=O)c([N+](=O)[O-])c1 (configuration not stated)
 : 0%	0%	1%	-3%	-2%	0%	?	1%	0.0%	-1	3%
- CCN1CCN(C(=O)c2ccccc2N(C)S(=O)(=O)c2ccc(C)cc2)CC1
 : -9%	1%	-8%	0%	5%	15%	16%	-4%	0.0%	3	0%
- Cc1ccc(C2=[N+]([O-])C(C)N(O)C2(C)C)o1 (configuration not stated)
 : -2%	1%	0%	1%	-19%	-9%	-5%	-3%	0.6%	3	?
- Cc1ccccc1NC(=O)c1cccnc1
 : 2%	-5%	1%	-7%	-1%	-15%	11%	3%	2.9%	1	0%
- COc1cccc(CNC(=O)Cc2ccc(NC3=NC4CS(=O)(=O)CC4S3)cc2)c1 (configuration not stated)
 : -8%	13%	0%	11%	-8%	1%	4%	1%	-0.5%	-7	1%
- COc1ccc(C(=O)NNC2=NC(C)(C)Cc3ccccc32)cc1
 : 0%	6%[46.1 µM]	-1%	-1%	4%	3%	-6%	-4%	-0.2%	1	2%
- O=C(c1ccc2c(=O)n3c(nc2c1)CCCCC3)N1CCN(c2cccc(Cl)c2)CC1
 : -10%	0%	-3%	3%	?	6%	?	-3%	2.6%	-11	-1%
- Cc1cc(C)c(-c2csc(NC(=O)C3=COCCO3)n2)c(C)c1
 : -4%	0%	-1%	-7%	-19%	-16%	13%	28%	-0.6%	-17	-3%
- C=CCNC(=S)Nc1ccc2nc(C)oc2c1
 : 0%	1%	1%	-2%	3%	-4%	0%	-4%	0.4%	-4	0%

The list goes on, starting with the last 3 of the part before.
The line under a structure holds: Tb PFK block	TCR activator	PTAP TSG101 blk	uPA surface inh	Chronic BCR inh	Eya2 phos inh	ELG1 DNA repair	Mito fusion yeast	B2AR arrestin	TSHR antagonist	USP2a inh
- O=C(c1ccc2c(=O)n3c(nc2c1)CCCCC3)N1CCN(c2cccc(Cl)c2)CC1
 : -10%	0%	-3%	3%	?	6%	?	-3%	2.6%	-11	-1%
- Cc1cc(C)c(-c2csc(NC(=O)C3=COCCO3)n2)c(C)c1
 : -4%	0%	-1%	-7%	-19%	-16%	13%	28%	-0.6%	-17	-3%
- C=CCNC(=S)Nc1ccc2nc(C)oc2c1
 : 0%	1%	1%	-2%	3%	-4%	0%	-4%	0.4%	-4	0%
- Cc1noc(C)c1C(=O)NCCc1ccc(Cl)cc1
 : -7%	2%	0%	.	?	-21%	4%	3%	-0.2%	-5	-2%
- FC(F)(F)c1cc(-c2ccccc2)nc(NCC2CCCO2)n1 (configuration not stated)
 : 3%	-3%	-6%	3%	11%	-30%	-17%	7%	-0.3%	-8	2%
- Cc1c(C)c2c(OCC(=O)NCc3ccccn3)cc3c(c2oc1=O)CCC(C)(C)O3
 : -4%	1%	0%	9%	0%	-3%	?	11%	-0.4%	-17	1%
- Cc1ccccc1OCCCC(=O)Nc1ccc(Br)cc1
 : 0%	0%	-2%	2%	?	-17%	28%	-2%	-0.1%	-27	1%
- Cc1ccc(S(=O)(=O)N(CC(=O)N/N=C/c2ccco2)Cc2ccccc2)cc1
 : 3%	.	3%	0%	-10%	-2%	1%	-1%	-0.1%	-2	0%
- Cc1cc(C)cc(NC(=O)COC(=O)c2cc(=O)[nH]c(=O)[nH]2)c1
 : 0%	-4%	-3%	4%	-1%	-3%	-9%	0%	0.3%	-4	3%
- CC(C)Cn1c(=O)c2c(nc3n2CCS3)n(C)c1=O
 : 6%	0%	-1%	-3%	8%	-1%	0%	-3%	0.1%	-6	1%
- CC(Cc1ccccc1)C(=O)N[C@@H](CO)Cc1ccccc1 (some centres not stated)
 : -1%	3%	2%	-3%	-5%	1%	12%	5%	-0.9%	4	1%
- C=CCNC(=O)c1cc(Cl)cc(Cl)c1
 : -3%	-8%	1%	0%	?	-6%	26%	4%	0.0%	-2	2%
- O=C(O)c1cccc(N/C(=N\S(=O)(=O)c2ccccc2)c2ccccc2)c1
 : -1%	-6%	-5%	-22%	7%	5%	-3%	10%	-0.3%	-4	0%
- O=C(CCN1C(=O)/C(=C/c2ccc(F)cc2)SC1=S)NCCc1cnc[nH]1
 : 0%	2%	1%	-1%	?	9%	20%	2%	0.3%	-8	1%
- Cc1cc(C)c(OCC(=O)Nc2ccc(S(=O)(=O)N3CCOCC3)cc2)c(C)c1
 : 2%	3%	.	11%	?	0%	?	12%	0.5%	-14	1%
- CC1(C)CN(c2ccc(-c3ccnc4ncnn34)cc2)C1=O
 : -1%	1%	-1%	-4%	-12%	?	?	0%	0.1%	-1	0%
- CCOC(=O)CN1C(=O)/C(=C/c2ccc(Cl)cc2)Oc2ccccc21
 : -7%	0%	-2%	-2%	?	3%	-3%	-7%	0.0%	1	-8%
- CCNS(=O)(=O)c1ccc(NC(=O)c2c(-c3ccccc3)noc2C)cc1
 : 2%	7%	-5%	0%	-21%	4%	11%	19%	-0.6%	23	0%
- CCN(CC)c1ccc(C(=O)OCC(=O)Nc2cccc(S(=O)(=O)NC3=NCCCCC3)c2)cc1
 : -4%	8%[46.1 µM]	-5%	4%	?	3%	?	-7%	0.2%	3	-3%
- C=CCc1c(C)nc(C)nc1N/N=C/c1ccc([N+](=O)[O-])cc1
 : 0%	-2%	-2%	5%	14%	16%	?	-1%	0.0%	-8	1%
- O=C(CSCc1ccccc1)Nc1ccccc1C(=O)Nc1ccc(C(=O)O)cc1
 : -3%	-3%	-5%	-2%	1%	2%	0%	-3%	0.0%	-1	-3%
- N#Cc1c(NCCO)ccc([N+](=O)[O-])c1NCCO
 : 3%	-1%	0%	13%	-1%	2%	-6%	-3%	-0.9%	-8	3%
- Cc1ccc(OCC(=O)Nc2cccc(-c3nnc(-c4ccccc4)o3)c2)cc1
 : -2%	-3%[46.1 µM]	-1%	1%	?	3%	?	1%	-0.4%	-21	0%

An unsorted share of the library; overall some 3% were active at least once.
